Source: PubChem
Yfh1-off respiration – enhancers of respiration in Yfh1-depleted yeast, dose response, Friedreich's ataxia, plus single-dose screen (AID 1465). S. cerevisiae Yfh1-off respiration, WST-1 reduction, 72 h; higher fold induction means a stronger effect. fold induction at 50 µM; hits with a dose series show EC50 in µM. actives 0.074% (n = 220,000);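 active = fold induction of absorbance versus untreated yeast above a set limit, then at least 30% activation at any dose in follow-up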;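 note: activators that raise dye reduction in frataxin-depleted yeast; strong numbers were not always called active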
Dynein cargo inh – dynein cargo transport inhibition | actives 0.47% (n = 220,000) | z-score, hits read low | 3617.4 mouse cells, GR-EGFP nuclear translocation imaging; test concentration mostly 20 µM; stimulated with dexamethasone, 1 µM; hits give low values | AID 1381;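 active = plate z-score of nuclear minus cytoplasmic receptor signal below a set negative limit, without overly bright fluorescence or cell loss, cut at about -3.5 in these data, passing the limit was not always enough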;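 note: z-score of nuclear minus cytoplasmic ring GR-EGFP intensity difference per well; some compounds called inactive have numbers as strong as hits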
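medium = tetracycline-free induction medium containing charcoal-stripped FBS | also added = 1.0 µM final dexamethasone stimulus | schedule = 48 h induction, 1 h compound, 30 min dex at 37 °C | technique = fixed, Hoechst-stained cells imaged at 10x for EGFP | measure = GR-EGFP nuclear translocation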
WT yeast gro inh – growth inhibition of WT yeast, mitochondrial fusion screen | inhibition, % at 10 µM | mitochondrial fusion phenotypic screen, WT strain | actives 2.1% (n = 190,000) | AID 1362; in the data active = inhibition above about 58%; tested in S. cerevisiae
MT stabilize HCS – microtubule stabilization, imaging screen; HeLa tubulin immunostaining HCS, 24 h; share of cells brighter than vehicle mean+2SD; % tubulin-high responders, % at 10 µM; actives 0.83% (n = 200,000);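 active = plate Z-score above 3 for both tubulin-high and condensed-nucleus cell shares, with cell loss under 80%, at 10 µM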;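 note: anti alpha tubulin signal scored within the nucleus-defined area of each cell; some results filed as inactive read as strong as hits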
b-catenin transl – alters nuclear translocation of beta-catenin in HeLa cells; immunofluorescence imaging; nuclear translocation activity, % at 5 µM; actives 0.3% (n = 190,000); AID 1665;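 active = nuclear translocation activity above 50% at 5 µM, with a well cell count of 50 or more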;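 note: per-cell ratio of nuclear to cytoplasmic median beta-catenin stain intensity; plate controls were DMSO negative control for no effect and GSK-3 inhibitor IX positive control for full effect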
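Technique: fluorescence imaging of beta-catenin antibody stain plus DAPI / Material: human HeLa cell line / Incubation: compound treatment 24 h, 37°C, 5% CO2 / Read-out basis: % activation of per-cell nuclear versus cytoplasmic median beta-catenin signal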
PMI inhibitors – MPI enzyme activity inhibition – biochemical, fluorescence intensity, coupled assay, primary screen (AID 1209) | purified PMI enzyme, coupled fluorescence intensity; higher % means a stronger effect | one-dose inhibition, % at 20 µM; IC50 in µM for titrated hits | actives 0.42% (n = 190,000);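 note: plate controls were DMSO vehicle for no effect and wells lacking substrate for full effect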
Autophagy mod – alters autophagy in cells; calls only at 10 µM (by protocol); MEF GFP-LC3 puncta imaging; test concentration mostly 10 µM; actives 0.98% (n = 190,000); AID 463193;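 active = percentage of spot-positive cells more than 3 SD above its plate mean, without a fluorescence outlier flag or 80% toxicity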;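 note: spot-positive cell cutoff set from DMSO-treated cells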
Insulin prom up – MIN6 insulin promoter up-regulation | MIN6 insulin promoter-GFP reporter, high-content imaging; hits give high values | z-score at 5 µM | actives 0.3% (n = 190,000) | AID 1625;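 active = z-score above 3 at 5 µM with at least 500 cells counted in the well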
PMI inhibition – human PMI inhibitors, high substrate, primary screen, biochemical, fluorescence intensity, high mannose 6-phosphate (AID 1220). recombinant PMI enzyme, coupled fluorescence intensity; higher % means a stronger effect. inhibition, % at 20 µM, or IC50 in µM where a hit was titrated. actives 0.66% (n = 190,000)
WT yeast gro inh mutant strain – also measured in WT yeast gro inh; calls as there; inhibition, %; mitochondrial fusion phenotypic screen, mutant strain inhibition
Dynein cargo inh cytoplasmic EGFP – further read-out of Dynein cargo inh, marked with its call; z-score; measured here: cytoplasmic GR-EGFP intensity; hits give high values
Dynein cargo inh nuclear GR-EGFP – recorded beside Dynein cargo inh, whose call it bears; z-score; measured here: nuclear GR-EGFP intensity;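 lower value marks the stronger effect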
Dynein cargo inh cell count – also measured in Dynein cargo inh; calls as there; z-score; measured here: cell count per field
Insulin prom up cell count – recorded beside Insulin prom up, whose call it bears; cell count; measured here: cytotoxicity, nuclei count;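 total cells summed across four imaged fields per well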
b-catenin transl cell count 5 µM – second read-out of b-catenin transl, no call of its own (marks repeat the call); cell count; measured here: cell count, cytotoxicity flag
MT stabilize HCS Hoechst-high % – also measured in MT stabilize HCS; calls as there; % Hoechst-high responders; measured here: nuclear condensation Hoechst responders;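 share of cells brighter than vehicle mean plus two SD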
MT stabilize HCS cytotoxicity % – further read-out of MT stabilize HCS, marked with its call; toxicity, %; measured here: cytotoxicity by cell density;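 0% = mean cell density of plate MIN control wells and 100% = no cells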
Autophagy mod cell loss 18 h – recorded beside Autophagy mod, whose call it bears; toxicity, %; measured here: cell loss, nuclei count;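 cell loss after 18 h compound exposure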
Numbers without * were called inactive; i = inactive; / = not tested or not shown. Cut-off read from the data, not from the text of the source, unless noted: active = inhibition above about 50%; inactive = the rest. No enrichment for hits (roughly 5% active in at least one column).

A first look, eight compounds:
No.	Structure	Yfh1-off respiration	Dynein cargo inh	Dynein cargo inh cytoplasmic EGFP	Dynein cargo inh nuclear GR-EGFP	Dynein cargo inh cell count	WT yeast gro inh	WT yeast gro inh mutant strain	MT stabilize HCS	MT stabilize HCS Hoechst-high %	MT stabilize HCS cytotoxicity %	b-catenin transl	b-catenin transl cell count 5 µM	PMI inhibitors	Autophagy mod	Autophagy mod cell loss 18 h	Insulin prom up	Insulin prom up cell count	PMI inhibition
1	COc1cccc(C(=O)Nc2cc([N+](=O)[O-])ccc2N2CCN(C)CC2)c1	i	0.077	-0.15	0.54	0.78	15	0	4.4	2.7	4.1	-0.1	1415	-1%	i	9	-0.89	1290	-8%
2	COCc1nnc(NC(=O)CCC2CCCCC2)s1	i	-0.45	-0.2	-0.18	-0.74	-3	4	1.8	2.5	4.7	-0.3	1038	4%	i	-2	-0.66	1174	3%
3	COc1ccc(C(=O)CSc2nnc(-c3cc(C)on3)o2)cc1	i	-1.1	-0.23	-0.4	1.1	0	6	2.4	2.5	6.2	-1.3	978	4%	i	-6	0.02	1323	11%
4	S=C(Nc1cccnc1)N1CCCCC1	i	-0.49	-0.29	0.24	-0.35	-2	-2	0.7	0.8	1.8	-4.2	1108	-2%	i	-13	-0.61	1639	-3%
5	COC(=O)CCn1nnc(-c2ccc(C(C)C)cc2)n1	i	-0.99	-0.18	-0.55	0.38	-2	0	5.0	2.6	2.9	-2.2	1066	5%	i	15	0.81	1815	7%
6	Cc1ccccc1NC(=S)N/N=C1\CC(C)(C)Oc2ccc(O)cc21	i	-0.92	-0.21	-0.66	1.2	-6	20	7.2	1.8	6.4	-0.1	1103	13%	i	5	/	/	4%
7	COc1ccc2c(c1OC)CN1CCc3cc4c(cc3[C@@H]1[C@@H]2O)OCO4	i	-0.49	-0.26	0.14	0.61	-7	9	2.4	2.4	7.1	-4.6	551	-1%	i	0	-0.6	1086	18%
8	O=C1OC(/C=C/c2ccccc2)=NC/1=C/c1ccco1	i	-2	0.016	-1.2	0.4	-1	-27	2.8	2.4	4.0	0.7	903	2%	i	-5	0.04	1287	-1%

The listing, from the first entry:
No.	Structure	Yfh1-off respiration	Dynein cargo inh	Dynein cargo inh cytoplasmic EGFP	Dynein cargo inh nuclear GR-EGFP	Dynein cargo inh cell count	WT yeast gro inh	WT yeast gro inh mutant strain	MT stabilize HCS	MT stabilize HCS Hoechst-high %	MT stabilize HCS cytotoxicity %	b-catenin transl	b-catenin transl cell count 5 µM	PMI inhibitors	Autophagy mod	Autophagy mod cell loss 18 h	Insulin prom up	Insulin prom up cell count	PMI inhibition
1	COc1cccc(C(=O)Nc2cc([N+](=O)[O-])ccc2N2CCN(C)CC2)c1	i	0.077	-0.15	0.54	0.78	15	0	4.4	2.7	4.1	-0.1	1415	-1%	i	9	-0.89	1290	-8%
2	COCc1nnc(NC(=O)CCC2CCCCC2)s1	i	-0.45	-0.2	-0.18	-0.74	-3	4	1.8	2.5	4.7	-0.3	1038	4%	i	-2	-0.66	1174	3%
3	COc1ccc(C(=O)CSc2nnc(-c3cc(C)on3)o2)cc1	i	-1.1	-0.23	-0.4	1.1	0	6	2.4	2.5	6.2	-1.3	978	4%	i	-6	0.02	1323	11%
4	S=C(Nc1cccnc1)N1CCCCC1	i	-0.49	-0.29	0.24	-0.35	-2	-2	0.7	0.8	1.8	-4.2	1108	-2%	i	-13	-0.61	1639	-3%
5	COC(=O)CCn1nnc(-c2ccc(C(C)C)cc2)n1	i	-0.99	-0.18	-0.55	0.38	-2	0	5.0	2.6	2.9	-2.2	1066	5%	i	15	0.81	1815	7%
6	Cc1ccccc1NC(=S)N/N=C1\CC(C)(C)Oc2ccc(O)cc21	i	-0.92	-0.21	-0.66	1.2	-6	20	7.2	1.8	6.4	-0.1	1103	13%	i	5	/	/	4%
7	COc1ccc2c(c1OC)CN1CCc3cc4c(cc3[C@@H]1[C@@H]2O)OCO4	i	-0.49	-0.26	0.14	0.61	-7	9	2.4	2.4	7.1	-4.6	551	-1%	i	0	-0.6	1086	18%
8	O=C1OC(/C=C/c2ccccc2)=NC/1=C/c1ccco1	i	-2	0.016	-1.2	0.4	-1	-27	2.8	2.4	4.0	0.7	903	2%	i	-5	0.04	1287	-1%
9	Fc1ccccc1Cn1nnc(-c2ccc3c(c2)OCO3)n1	i	-0.72	-0.014	-0.052	0.94	-6	10	2.4	2.4	5.9	-1.1	1156	1%	i	-12	/	/	-1%
10	c1ccc2c(c1)[nH]c1c(N3CCSCC3)ncnc12	/	-0.23	-0.1	0.0049	-0.88	40	7	3.9	1.6	9.4	/	/	/	i	-6	/	/	/
11	Cc1ccsc1C1CC(=O)NC2=C1C(=O)CC(C)(C)C2 (stereo unspecified)	i	0.17	-0.17	0.32	-0.0098	-18	-15	2.8	2.4	7.7	-1.0	838	7%	i	0	-0.13	1245	9%
12	Cc1ccc(NS(=O)(=O)c2cn(C)cn2)cc1	i	2.3	-0.19	1.4	-1.4	-11	28	4.7	2.1	4.0	1.1	532	-6%	i	-8	/	/	-4%
13	O=C(O)c1cnn2c(C(F)(F)F)cc(-c3ccccc3)nc12	i	-0.57	-0.24	0.22	0.58	-6	-7	1.9	2.0	7.6	/	/	-7%	i	0	-0.29	885	-7%
14	C#CC(CC)(CC)NC(=S)Nc1cccc(C(C)=O)c1	i	/	/	/	/	-3	-3	0.4	2.1	7.9	-0.4	1180	0%	i	0	-0.45	1038	4%
15	CC(C)NC(=O)NC(=O)COC(=O)c1ccccc1O	i	1	-0.3	1	-0.71	9	-3	2.8	1.7	20	-2.1	1025	-7%	i	1	0.1	1302	-1%
16	COc1ccc(NC(=O)c2cc(S(=O)(=O)N3CCCC3)oc2C)cc1	i	1.2	-0.19	0.53	-1.1	/	/	/	/	/	-0.6	1320	/	/	/	0.49	1039	/
17	CC(C)(C)n1nnnc1C(c1cccs1)N(Cc1cccnc1)Cc1ccco1 (stereo unspecified)	i	0.24	-0.21	0.019	-0.21	-17	1	2.3	1.3	9.7	-0.8	1094	16%	i	2	-0.27	1937	19%
18	CCOc1ccc2nc(Cl)c(CN(C(=O)c3cnccn3)C3CCCC3)cc2c1	i	-0.12	-0.13	-0.42	-0.18	6	-5	1.7	2.4	6.5	-0.9	1134	4%	i	-6	0.47	1304	11%
19	COc1ccc(OC)c(NC(=O)C(CC(=O)O)Cc2ccc(Cl)cc2)c1 (stereo unspecified)	i	2	0.051	1.2	-1.2	-3	-12	0.5	1.7	8.1	2.7	996	-2%	i	25	0.01	702	-4%
20	COc1cc(/C=N/n2c(-c3ccccc3)n[nH]c2=S)cc(OC)c1O	i	0.68	-0.24	-0.079	0.18	/	/	/	/	/	-1.3	1336	/	/	/	-0.38	1011	/
21	CCc1ccc(CC)c(S(=O)(=O)Nc2ccc(C(=O)O)c(O)c2)c1	i	-0.14	-0.27	-0.023	1.1	-1	4	3.2	2.3	3.7	/	/	7%	i	1	0.25	1089	4%
22	COc1cc(C(=O)N2CCc3ccccc32)ccc1OCc1c(C)noc1C	i	-1.1	-0.061	0.15	-0.19	/	/	/	/	/	-0.7	1333	/	/	/	0.53	1071	/
23	COC(=O)CCN(C(=O)c1ccc([N+](=O)[O-])cc1)c1ccccn1	i	0.17	-0.27	0.49	1.1	/	/	/	/	/	-0.2	1360	/	/	/	1.5	933	/
24	CCOc1ccc2c(c1)c(N=NC(N)=S)c(O)n2C	i	1.3	-0.25	0.75	-0.44	/	/	/	/	/	-0.3	1194	/	/	/	-1.1	1338	/
25	CSc1ccccc1NC(=O)c1c(Br)cnn1C	i	1.3	-0.2	0.85	-0.33	-4	0	4.4	2.5	18	-0.4	992	-8%	i	-1	-1.1	793	-13%
26	CCN(CC)C(=O)C(C)N(C#N)c1nc(C)cc(C)n1 (stereo unspecified)	i	-0.85	-0.09	-0.37	1	-16	7	5.3	2.7	9.5	-1.8	1126	2%	i	9	0.11	1452	2%
27	N#CCSc1nnc(Cc2cccs2)n1C1CCCCC1	i	0.46	-0.095	0.38	-0.28	-1	4	1.9	2.8	6.7	-4.1	894	1%	i	-5	0.49	1426	-1%
28	COc1ccccc1NS(=O)(=O)c1cc(NC(=O)/C=C/c2cccs2)ccc1N1CCOCC1	i	0.028	-0.19	0.47	-1.3	4	-12	2.6	1.9	8.7	-0.1	906	24%	i	12	-0.5	1076	13%
29	COc1cccc(C(=O)NC2CCN(CC(=O)Nc3cccc(C)c3C)CC2)c1	i	1.8	-0.21	0.59	-0.24	16	-2	1.2	2.5	13	0.0	974	11%	i	-4	0.52	1445	13%
30	CCn1cc(CN2CCCC(C(=O)c3ccc(-c4ccccc4)cc3)C2)cn1 (stereo unspecified)	i	0.43	-0.27	0.31	0.4	21	32	2.3	1.7	5.5	0.9	1400	-1%	i	11	-1.1	1526	-6%
31	CC(c1ccco1)N(C(=O)c1ccccc1F)c1ccccn1 (stereo unspecified)	i	-0.45	0.49	0.25	-0.83	1	11	2.6	2.2	8.4	4.8	1029	-15%	i	-8	-0.24	1148	-13%
32	Cc1cc2nc(C3CCCN(C(=O)NCc4ccccc4)C3)[nH]c2cc1C (stereo unspecified)	i	0.98	-0.082	0.96	-1.1	3	10	2.6	2.0	2.6	-0.7	1384	0%	i	2	-0.27	1376	2%
